Compound activity from PubChem BioAssay.
PAD4 inhibition: blockers of protein arginine deiminase 4 – biochemical, fluorescence polarization, primary screen (AID 463073). recombinant PAD4, RFA probe fluorescence polarization; active compounds read high. inhibition, % at 5 µM. 2,000 compounds, 0.5% hits;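 active = inhibition above 30%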;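 also: 0% = PAD4 with DMSO and 100% = wells lacking PAD4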
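Material: recombinant human PAD4 enzyme / Input: PAD4 at 2 µM in dispensed buffer, before additions / Medium: HEPES buffer pH 7.6 with 10 mM CaCl2 and TCEP / Incubation: 30-min PAD4–compound preincubation (25 °C), then 5-h probe labeling (37 °C) / Detection: fluorescence polarization, 598 nm emission after 525 nm excitation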
* hit, by the source's call. A portion of the library; the hit share may differ from the screen's.

C[C@]12CCC(=O)C=C1CCC1C2CC[C@@]2(C)C1CC[C@@]2(O)CC#N (stereo partly drawn)
  PAD4 inhibition: -0.2

C[C@]12CCC(=O)C=C1CC[C@@H]1[C@@H]2C(=O)C[C@]2(C)C(=O)CC[C@@H]12
  PAD4 inhibition: 3.9

CN1C2CCC1CC(OC(=O)c1ccc(Cl)cc1)C2 (stereo not drawn)
  PAD4 inhibition: 6.2

COCCn1c(/C=C/c2ccccc2)nc2ccccc21
  PAD4 inhibition: -5.3

CCCNC(C)C(=O)Nc1ccccc1C (stereo not drawn)
  PAD4 inhibition: 3.9

C[N+](C)(C)CCCC(=O)c1ccc2c(c1)OCO2
  PAD4 inhibition: 3.9

COc1ccc(C(CC(=O)N2CCOCC2)C(C)C)cc1 (stereo not drawn)
  PAD4 inhibition: 4.6

CCO/C([O-])=N/c1c[n+](N2CCOCC2)no1
  PAD4 inhibition: -0.1

Cc1ccc([N+](=O)[O-])cc1NC1OC(CO)C(O)C1O (stereo not drawn)
  PAD4 inhibition: 0.5

Cc1cc(C)nc(NS(=O)(=O)c2ccc(N)cc2)n1
  PAD4 inhibition: -2.6

O=C1CCCC2=C1C(c1cccnc1)Nc1ccccc1N2 (stereo not drawn)
  PAD4 inhibition: 1.8

CC(C)C(=O)Nc1ccc2c3c(cccc13)CC2
  PAD4 inhibition: -1.3

O=C(N1CCCCC1)C1(c2ccccc2)CCOCC1
  PAD4 inhibition: -1.8

CCOC(=O)c1c(O)c2c([nH]c1=O)CCCC2
  PAD4 inhibition: 1.9

CN1CC2CCCC3(C1)C(=O)NC1(CCCCC1)N=C23 (stereo not drawn)
  PAD4 inhibition: -0.6

CCCN1C[C@H](CSC)C[C@@H]2c3cccc4[nH]cc(c34)C[C@H]21
  PAD4 inhibition: 3.3

COc1ccc(/C=C2\CCc3ccccc3C2=O)c(OC)c1OC
  PAD4 inhibition: -4.7

Nc1ccc2cn[nH]c2c1
  PAD4 inhibition: -0.9

CCOc1ccc(C(=O)NCC2(c3ccccc3)CCOCC2)cc1
  PAD4 inhibition: -1.4

COc1cc2c(cc1OC)C(=S)NC(C)(C)C2
  PAD4 inhibition: -5.2

Not a retest: seven of the compounds above.
C[C@]12CCC(=O)C=C1CCC1C2CC[C@@]2(C)C1CC[C@@]2(O)CC#N (stereo partly drawn)
  PAD4 inhibition: -0.2

C[C@]12CCC(=O)C=C1CC[C@@H]1[C@@H]2C(=O)C[C@]2(C)C(=O)CC[C@@H]12
  PAD4 inhibition: 3.9

CN1C2CCC1CC(OC(=O)c1ccc(Cl)cc1)C2 (stereo not drawn)
  PAD4 inhibition: 6.2

COCCn1c(/C=C/c2ccccc2)nc2ccccc21
  PAD4 inhibition: -5.3

CCCNC(C)C(=O)Nc1ccccc1C (stereo not drawn)
  PAD4 inhibition: 3.9

C[N+](C)(C)CCCC(=O)c1ccc2c(c1)OCO2
  PAD4 inhibition: 3.9

COc1ccc(C(CC(=O)N2CCOCC2)C(C)C)cc1 (stereo not drawn)
  PAD4 inhibition: 4.6
